Source: PubChem
HttQ103 aggreg = reduces HttQ103-GFP aggregates in PC12 cells; PC12 HttQ103-GFP aggregates, Acumen cytometry, 40 h; actives 1.1% (n = 220,000); AID 1688; Potency, µM (doses to about 46.1 µM), inactives show top-dose activity change, negative = inhibition, actives largely listed as inhibitors; note: % is set by controls: 0 for no effect and ±100 for the full control effect; nearly all actives have a fitted effect of over 60% in size
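Multiplexed with ATP-based cell death, this channel scores GFP aggregates in PC12 cells expressing inducible HTTex1-Q103-GFP. Induction used 100 nM tebufenozide; compounds were tested in concentration series.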
HTT cytoprotect = cytoprotection in Huntington HTT-Q103 PC12 cell model | AID 1471 | actives 0.14% (n = 230,000) | PC12 HTT-Q103 induced, cytoprotection, ATP luminescence, 40 h | Potency, µM (doses to about 56.4 µM), inactives show cytoprotection (ATP increase), actives largely listed as activators;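 note: % of control where 0% means no effect; nearly all actives have a fitted effect of over 45% in size; toxic huntingtin expression switched on by the ecdysone agonist tebufenozide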
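Huntington model: PC12 line, ecdysone-inducible HTTQ103 exon1–GFP, tebufenozide 100 nM. Test articles in a dose series. Endpoint luminescence from cellular ATP.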
GAA glycogen = alters human alpha-glucosidase cleavage of glycogen; P10253; recombinant GAA, glycogen substrate, Amplex Red glucose oxidase fluorescence; Potency, µM (doses to about 76.4 µM), without a hit: at the top dose activity change, negative = inhibition, most hits filed as inhibitors; actives 0.38% (n = 300,000); AID 2100;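 note: 0% = full enzyme reaction and -100% = no-enzyme basal signal; the screen sought inhibitors and activators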
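Recombinant human enzyme (4 nM); glycogen substrate; 37 C, 40 min, pH 5.0. Readout: coupled glucose oxidase/Amplex Red fluorescence.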
GAA inh = inhibitors of human lysosomal alpha-glucosidase; purified human GAA, 4-MU-alpha-glucoside fluorescence; actives 0.005% (n = 200,000); Potency, µM (series often up to 76.9 µM), for the others: top-dose activity change, negative = inhibition, actives largely listed as inhibitors;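 note: plate controls were uninhibited enzyme wells for no effect and no-enzyme background for full effect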
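Endpoint fluorogenic read: 20 min room-temperature reaction of 4 nM human alpha-glucosidase with 400 uM 4-methylumbelliferyl-alpha-D-pyranoside, pH 5.0, quenched with 1M NaOH/1M glycine pH 10. AC50 from Hill modeling.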
RGS12 GoLoco inh = RGS12 GoLoco-Gai1 interaction inhibition; AID 880; Potency, µM (highest dose often 61.6 µM), without a hit: at the highest dose activity, negative = inhibition, actives largely listed as inhibitors; Gai1:RGS12 GoLoco peptide FP, rhodamine, 10 min; P63096; actives 0.44% (n = 230,000); active = well fitted inhibition curve with a large enough effect, not every such curve was filed as active; inactive = no such curve, though single readings can be large or run the other way; note: % is set by controls: 0 for no effect and ±100 for the full control effect; nearly all actives have a fitted effect of over 30% in size; many of its hits are not listed in these tables
Target sequence (P63096 whole entry, looked up): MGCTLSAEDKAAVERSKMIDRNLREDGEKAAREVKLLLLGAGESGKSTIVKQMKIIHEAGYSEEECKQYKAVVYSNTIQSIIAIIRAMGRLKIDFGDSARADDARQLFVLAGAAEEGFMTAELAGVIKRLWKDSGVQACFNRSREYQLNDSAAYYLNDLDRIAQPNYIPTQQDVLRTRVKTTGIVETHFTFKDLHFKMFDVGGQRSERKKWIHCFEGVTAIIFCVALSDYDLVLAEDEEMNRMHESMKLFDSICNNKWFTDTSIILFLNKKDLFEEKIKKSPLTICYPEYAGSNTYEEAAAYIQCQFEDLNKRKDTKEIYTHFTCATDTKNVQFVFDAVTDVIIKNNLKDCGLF
aGlu spleen mod = inhibitors or activators of human alpha-glucosidase in spleen homogenate | P10253 | human spleen homogenate, 4-MU-alpha-glucoside fluorescence | Potency, µM (highest dose often 79.9 µM), without a hit: at the top dose activity change, negative = inhibition, actives largely listed as inhibitors | actives 0.006% (n = 240,000) | AID 2112;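 note: 0% = enzyme with vehicle and -100% = no enzyme basal signal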
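Compounds were titrated against alpha-glucosidase in spleen homogenate at pH 5.0, with 1 mM 4-methylumbelliferyl substrate for 40 min at 37 C. Reactions were quenched with pH 10 NaOH/glycine and fluorescence measured.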
IMPase Li inh = IMPase inhibition in cells with lithium potentiation | actives 0.35% (n = 210,000) | CHO-M1 cells, IP1 TR-FRET (IP-One), carbachol + lithium | Potency, µM (top dose mostly 59.4 µM), inactives show at the highest dose activity, negative = IMPase inhibition, actives largely listed as inhibitors | AID 1457;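 note: IP1 builds up when IMPase is blocked and the TR-FRET signal falls; plate controls were basal vehicle for no effect and high inhibitor control for full effect; nearly all actives have a fitted effect of over 50% in size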
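CHO-M1, 2000 cells/well, 16–30 h culture; cpd + low Li+, 30 min 37C; lysis with d2-IP1/Eu-anti-IP1 Ab, 10 min RT; TR-FRET 665/620 ratio and 620 channel; AC50 via Hill.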
Numbers without * were called inactive; ? = inconclusive; . = no result given; [ ] = another dose, or the depositor's remark. Unless noted, calls come from the whole dose curve; as a rule, active = well fitted curve in the direction sought with a large enough effect; inconclusive = small, poorly fitted or top-dose-only effect, or another doubt; inactive = no such curve, though single readings can be large; an effect the other way counts as inactive or inconclusive. Potency is the fitted concentration of half-maximal effect. An excerpt; rates above refer to the full screens.

SMILES | HttQ103 aggreg | HTT cytoprotect | GAA glycogen | GAA inh | RGS12 GoLoco inh | aGlu spleen mod | IMPase Li inh
CCN(CC)c1ccc(/C=N/NC(=O)Nc2ccccc2)cc1 | -12.0% | -35.9%[inhibitor] | ? | 0.6% | 3.1% | . | 11.8%
CCC(C)(C)NC(=O)CN(Cc1ccccc1Cl)C(=O)CCC(=O)Nc1cc(C)ccn1 | -31.5%[9.22 µM] | -45.5%[inhibitor][10 µM] | -11.9% | 8.2% | 11.0% | 3.0% | 0.0%
CCN1C(=O)c2cccc3c(S(=O)(=O)NCCc4c[nH]c5ccccc45)ccc1c23 | 24.4% | 1.9% | 1.2% | -8.6% | 0.4% | -1.2% | 52.7%[activator][38.3 µM]
COCn1c(-c2ccccc2)nc2ccccc21 | 4.0% | -16.4% | 3.8% | 9.7% | . | -12.2% | .
COc1ccc(/C=C/C(=O)Nc2ccc(-c3nnc4n3CCCCC4)cc2)c(OC)c1 | ? | -93.6%[inhibitor][10 µM] | -0.3% | 2.0% | -25.9% | -6.7% | 4.8%
C=C(C(C)=O)C(O)c1cccs1 (stereo not drawn) | . | -12.9% | . | . | -1.3% | 1.4% | -3.8%
O=C(O)COc1ccc(OCCNC[C@H](O)COc2ccccc2)cc1 | . | -9.8% | . | . | -1.4% | 1.9% | -2.6%
CC(=O)NCCNc1nc(-c2c(C)noc2C)nc2ccccc12 | . | -42.4%[inhibitor] | . | . | 4.5% | -1.8% | -0.9%
COCCn1c(N)c(N(Cc2ccccc2)C(=O)C2CCCCC2)c(=O)[nH]c1=O | -4.0% | -0.4%[10 µM] | 14.1% | -6.3% | 2.5% | -9.0% | -1.8%
COc1ccc(-c2nc(CCNC(=O)c3cccs3)cs2)cc1 | -16.8% | -1.8%[10 µM] | -2.3% | -1.2% | 9.5% | -1.2% | 21.1%[38.3 µM]
O=C(OCCCN=C1NS(=O)(=O)c2ccccc21)c1cccs1 | . | . | 7.2% | 12.2% | 8.1% | -1.0% | 7.6%
O=C(O)c1ccc2c(=O)n3c(nc2c1)/C(=C/c1ccccc1C(F)(F)F)CCCC3 | -7.7% | -19.4%[10 µM] | 7.9% | -3.2% | -16.1% | -8.7% | -1.1%
O=C(COc1ccc([N+](=O)[O-])cc1)NCc1cccnc1 | 8.0% | 27.9%[10 µM] | -6.9% | -8.9% | 4.8% | 3.2% | -6.2%
O=C(CCS(=O)(=O)c1ccc(Br)s1)NCc1cccs1 | -0.4% | -5.0% | 5.3% | -2.3% | -4.8% | -6.4% | 4.2%[38.3 µM]
O=C(NC1CC1)c1ccc(S(=O)(=O)NC2CCCCCC2)cc1 | 22.3%[9.22 µM] | 3.5%[10 µM] | 9.4% | -6.3% | 12.2% | -8.3% | 7.1%[38.3 µM]
CC1=C(C(=O)Nc2cccc(C)n2)C(c2ccc3c(c2)OCO3)C2=C(CC(c3ccco3)CC2=O)N1 (stereo not drawn) | -3.1% | -13.7%[0.074 µM] | -20.3% | 0.5% | 6.7% | -5.2% | 19.6%[38.3 µM]
Cc1cccc(C(=O)NCC(=O)OCC(=O)c2cc(C)n(CC3CCCO3)c2C)c1 (stereo not drawn) | -0.8% | ? | 4.9% | -3.2% | -2.8% | -3.4% | -3.4%
CCN1CCN(CCNC(=O)c2cn(Cc3ccccc3F)nn2)CC1 | 1.6% | 5.7%[10 µM] | 11.3% | -7.0% | 4.2% | -12.8% | -1.7%
Nc1nncn1C(=O)c1c(Cl)cccc1Cl | 13.0% | 2.1%[0.074 µM] | 0.4% | 1.7% | -5.3% | -0.2% | 22.1%[38.3 µM]
O=C(CN(C1CCCCC1)S(=O)(=O)c1ccc(F)cc1)NCc1ccncc1 | 14.7% | -0.8% | -10.1% | -0.1% | . | -8.2% | .
CN(Cc1ccccc1)c1ccc(N2C(=O)CCC2=O)cc1[N+](=O)[O-] | -19.8% | -55.1%[inhibitor] | 1.2% | -3.5% | 11.3% | -0.5% | 2.0%
CCN1CCCC1CN(Cc1cc2cc(OC)ccc2[nH]c1=O)C(=O)NCc1ccccc1 (stereo not drawn) | 1.6% | -30.2% | 6.6% | -0.2% | 6.5% | 1.8% | -2.4%[38.3 µM]
COc1ccc(-c2nc(CCNS(=O)(=O)c3ccc4c(c3)OCCO4)cs2)cc1 | -32.7% | -2.2%[10 µM] | 3.6% | -9.6% | 3.2% | -0.5% | 37.7%[activator][38.3 µM]
CC(OC(=O)C1CCN(S(=O)(=O)c2ccc(Cl)cc2)CC1)C(=O)N1CCc2ccccc21 (stereo not drawn) | 4.0% | 9.1% | -7.8% | -7.1% | -6.4% | -9.8% | 7.1%[38.3 µM]
Cc1oc(C(C)(C)C)cc1C(=O)N1CCN(c2ncccc2C(F)(F)F)CC1 | -6.3%[9.22 µM] | 14.4%[10 µM] | -3.1% | -5.1%[15.4 µM] | -3.4% | -0.5% | .

Exported with two lines to a compound: part of the list above
Order of values: HttQ103 aggreg	HTT cytoprotect	GAA glycogen	GAA inh	RGS12 GoLoco inh	aGlu spleen mod	IMPase Li inh
COc1ccc(/C=C/C(=O)Nc2ccc(-c3nnc4n3CCCCC4)cc2)c(OC)c1
 : ?	-93.6%[inhibitor][10 µM]	-0.3%	2.0%	-25.9%	-6.7%	4.8%
CCN(CC)c1ccc(/C=N/NC(=O)Nc2ccccc2)cc1
 : -12.0%	-35.9%[inhibitor]	?	0.6%	3.1%	.	11.8%
CCN1CCN(CCNC(=O)c2cn(Cc3ccccc3F)nn2)CC1
 : 1.6%	5.7%[10 µM]	11.3%	-7.0%	4.2%	-12.8%	-1.7%
Cc1oc(C(C)(C)C)cc1C(=O)N1CCN(c2ncccc2C(F)(F)F)CC1
 : -6.3%[9.22 µM]	14.4%[10 µM]	-3.1%	-5.1%[15.4 µM]	-3.4%	-0.5%	.

Ordered by the number under GAA inh (highest first): three of the compounds above
Structure	GAA glycogen	GAA inh	RGS12 GoLoco inh	aGlu spleen mod	IMPase Li inh
COCn1c(-c2ccccc2)nc2ccccc21	3.8%	9.7%	.	-12.2%	.
CC1=C(C(=O)Nc2cccc(C)n2)C(c2ccc3c(c2)OCO3)C2=C(CC(c3ccco3)CC2=O)N1 (stereo not drawn)	-20.3%	0.5%	6.7%	-5.2%	19.6%[38.3 µM]
O=C(O)c1ccc2c(=O)n3c(nc2c1)/C(=C/c1ccccc1C(F)(F)F)CCCC3	7.9%	-3.2%	-16.1%	-8.7%	-1.1%

Next part
SMILES | HttQ103 aggreg | HTT cytoprotect | GAA glycogen | GAA inh | RGS12 GoLoco inh | aGlu spleen mod | IMPase Li inh
Cc1cccc(Oc2ncnc(N)c2[N+](=O)[O-])c1C | 0.3% | 21.0%[10 µM] | -5.6% | 0.7% | 7.9% | 5.9% | -0.3%
O=C(CSc1nc2ccc(Nc3nc(N4CCOCC4)nc(N4CCOCC4)n3)cc2s1)NCc1ccco1 | 20.8% | -3.9% | 4.7% | ? | 10.8% | 4.1% | 5.7%
Cc1ccc(S(=O)(=O)Nc2ccc(C(=O)OCC(=O)N(CCC#N)c3ccccc3)cc2)cc1C | -12.1% | 11.6%[10 µM] | 7.8% | ? | 5.6% | -2.4% | 2.5%
Cc1nc(SCC(=O)Nc2cc(C(N)=O)cc(C(N)=O)c2)c2c(C)c(C)sc2n1 | 11.9%[9.22 µM] | -6.5%[10 µM] | -5.0% | . | 21.4% | 2.2% | .
C=CCn1c(SCc2c(C)noc2C)nc2sc3c(c2c1=O)CCCCC3 | ? | -41.7%[inhibitor] | -0.5% | -4.6% | 3.1% | -12.8% | 51.8%[activator][38.3 µM]
CCOC(=O)c1ccc(-c2c(C)cc3oc(=O)cc(-c4ccccc4)c3c2C)cc1 | . | 18.8% | . | . | 7.1% | -0.2% | 15.5%
COc1ccc2c(C)cc(SC3CCOC3=O)nc2c1 (stereo not drawn) | 12.3% | 6.4%[10 µM] | -0.5% | 14.7% | 17.9% | -7.3% | -7.0%
O=C(CCCn1c(=O)[nH]c2ccccc2c1=O)N1CCN(c2ccccn2)CC1 | -5.3% | 11.4% | 0.6% | 4.5% | -9.8% | 1.6% | 16.7%
Cn1cccc1Cc1nnc(SCC(=O)Nc2cccc(F)c2)n1-c1ccc(F)cc1 | -7.3% | 10.3%[10 µM] | 4.7% | -1.8% | 9.3% | -6.5% | 16.1%
O=C(N/N=C/c1cc2c(cc1Br)OCO2)c1ccccn1 | 16.4%[9.22 µM] | 9.5%[10 µM] | -13.6% | 3.7% | 6.3% | 0.2% | .
COc1ccc(-c2ccc(-c3noc(C4CCCCC4)n3)c(OC)n2)cc1 | -30.0% | 1.0% | -1.6% | 1.4% | 11.7% | 3.0% | 3.9%[38.3 µM]
Fc1ccc(Br)cc1C1C=C(c2ccc(Br)s2)Nc2ncnn21 (stereo not drawn) | ? | -29.7%[10 µM] | -5.7% | 2.8% | 1.8% | -6.4% | ?
COc1ccc(CNC(=O)c2csnn2)cc1 | 8.3% | -18.2% | -3.5% | 3.1% | -6.2% | 0.2% | -7.4%[38.3 µM]
COC(=O)c1cc(NC(=O)C2CC(=O)NC(=NCc3ccc(OC)cc3)S2)cc(C(=O)OC)c1 (stereo not drawn) | -1.1%[9.22 µM] | 0.0%[10 µM] | -4.2% | -5.2% | -5.6% | 2.7% | 4.5%
CCC[C@@H]1C[C@@H](C(=O)N[C@H]([C@@H](C)O)[C@H]2O[C@H](SC)[C@H](O)[C@@H](O)C2O)N(C)C1 (stereo partly drawn) | -21.5% | . | 0.0% | -8.1%[15.4 µM] | 10.8% | 0.4% | 1.6%
O=C(c1cnccn1)N1CCC2(CCCN(c3ccccn3)C2)CC1 | . | 4.1% | . | . | 7.9% | 0.3% | 14.1%
COc1ccccc1CCN=C(N)NS(=O)(=O)c1cccs1 | 2.0% | 30.8%[10 µM] | ? | 1.9% | 5.7% | 7.6% | 7.4%
COc1ccccc1NC(=O)C(=O)N1CCCC1 | 3.1% | 26.8%[10 µM] | 4.0% | 5.2% | 9.0% | -7.3% | -3.6%
COc1ccc(-c2cc(C(F)(F)F)nc(-n3ccnc3)n2)cc1 | 13.5% | -12.0% | 0.0% | 1.7% | 5.1% | -1.3% | -0.4%
O=C(NCCCNC(=O)c1cncc(O)c1)c1cncc(O)c1 | -8.1% | 27.7% | ? | -5.7% | 8.8% | 9.9% | 1.6%
COC1CCN(C(=O)CC2C(=O)NCCN2CC2CCCCC2)CC1 (stereo not drawn) | 14.5% | -26.9% | 7.5% | 8.7% | 3.0% | 1.3% | -2.0%
O=C(Nc1cccc(C(=O)N2CCN(c3cccc(Cl)c3)CC2)c1)c1ccccc1 | ? | . | -13.0% | -19.3% | 13.7% | -13.4% | 20.7%
CCCCOc1ccc(/C=C2/Sc3ccccc3C2=O)cc1 | 11.1% | 6.6%[10 µM] | 3.3% | -26.7% | 86.2%[activator] | -2.4% | 5.7%
